KOR beta-arrestin-1: KOR agonists, beta-arrestin recruitment, primary screen, cell-based, luminescence, uHTS (AID 1777) | KOR beta-arrestin recruitment, luminescence; higher % means a stronger effect | one-dose activation, % at 10 µM; EC50 in µM for titrated hits | actives 0.02% (n = 280,000); in the data active means activation above about 50%, passing the limit was not always enough; further: a part of the inactive calls stands beside numbers as strong as those of hits
human PMI inhibitors: human PMI inhibitors, high substrate, primary screen, biochemical, fluorescence intensity, high mannose 6-phosphate (AID 1220); inhibition, % at 20 µM; hits with a dose series show IC50 in µM; actives 0.66% (n = 190,000); recombinant PMI enzyme, coupled fluorescence intensity; higher % means a stronger effect
human PMI inhibition: MPI enzyme activity inhibition – biochemical, fluorescence intensity, coupled assay, primary screen (AID 1209); actives 0.42% (n = 190,000); inhibition, % at 20 µM, or IC50 in µM where a hit was titrated; purified PMI enzyme, coupled fluorescence intensity; higher % means a stronger effect;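 further: plate controls were DMSO vehicle for no effect and wells lacking substrate for full effect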
LYP phosphatase: inhibitors of LYP phosphatase, biochemical, fluorescence intensity, uHTS (AID 1779) | recombinant LYP phosphatase, fluorescence intensity; higher % means a stronger effect | one-dose inhibition, % at 11.5 µM; IC50 in µM for titrated hits | actives 0.054% (n = 290,000);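 further: plate controls were vehicle with enzyme for no effect and no enzyme for full effect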
NOD2 inhibition: NOD2 signaling inhibitors, cell-based, luminescence, uHTS, HEK293 (AID 1566) | inhibition, % at 4 µM, or EC50 in µM where a hit was titrated | HEK293 NOD2/NF-kB luciferase reporter, luminescence; higher % means a stronger effect | actives 0.63% (n = 290,000); further: many of its hits are not listed in these tables
TNAP activators: human TNAP enzyme activators, primary screen, biochemical, luminescent, no phosphate acceptor, uHTS (AID 1001) | actives 0.03% (n = 200,000) | activation fold at 20 µM; hits with a dose series show EC50 in µM | purified TNAP, luminescent activation assay, no phosphate acceptor; higher activation fold means a stronger effect; in the data active means activation fold from about 3, or a potency from the dose series; inactive means the rest, 99 in 100 with activation fold below about 1.6; further: many of its hits are not listed in these tables
KOR beta-arrestin-2: kappa opioid receptor blockers – cell-based, luminescence, uHTS (AID 1778) | inhibition, % at 10 µM, or IC50 in µM where a hit was titrated | actives 0.091% (n = 290,000) | KOR beta-arrestin recruitment, luminescence, antagonist mode; higher % means a stronger effect; further: strong numbers were not always called active
NOD1 inhibition: inhibition of NOD1-driven NF-kB reporter – cell-based, luminescence, uHTS, primary screen (AID 1578); actives 1% (n = 290,000); inhibition, % at 4 µM, or EC50 in µM where a hit was titrated; NOD1-driven NF-kB luciferase reporter cells, luminescence; higher % means a stronger effect; in the data active means inhibition mostly above about 36%, no sharp cut-off; inactive means mostly below about 34%;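 further: HEK-293T reporter cells stimulated with the NOD1 agonist gamma-tri-DAP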
XIAP displacement: small molecules displacing peptide from XIAP – biochemical, IAP family, fluorescence polarization (AID 1018) | XIAP BIR domain, fluorescence polarization peptide displacement; higher % means a stronger effect | displacement, % at 20 µM; hits with a dose series show IC50 in µM | actives 0.007% (n = 200,000); in the data active means displacement above about 50%; further: a part of the inactive calls stands beside numbers as strong as those of hits
* hit, by the source's call; x = no result given; [ ] = dose if it differs, or a comment. Unless noted, no stated cut-off is given here; in the data, active means inhibition above about 50%; inactive means the rest. This is a subset; the hit share may differ from the screen's.

The first 9 entries (preview)
SMILES	KOR beta-arrestin-1	human PMI inhibitors	human PMI inhibition	LYP phosphatase	NOD2 inhibition	TNAP activators	KOR beta-arrestin-2	NOD1 inhibition	XIAP displacement
CCc1ccc(NC(=S)N2CCN(C)CC2)cc1	-2.5%	x	x	-7%	-4%	x	-3%	-37%	x
COc1cc(/C(C#N)=C/c2cccc3ccccc23)c([N+](=O)[O-])cc1OC	4.8%	9%	-2%	1%	-3%	1	8%	1%	-0.6%
Nc1nnc(SCc2ccc(F)cc2)s1	-1.6%	6%	6%	-3%	-8%	1.1	11%	-6%	0.7%
C/C=C/Cn1c(SCc2ccc(C)cc2)nc2c1c(=O)[nH]c(=O)n2C	0.4%	-4%	-17%	-4%	x	1.1	-30%	x	-8.1%
CCC(=O)c1ccc(OCC(=O)N2CCCC2)c(OC)c1	x	x	x	0%	3%	1.1	-34%[20 µM]	-24%	-0.4%
c1ccc(CN2CCN(C(c3ccccc3)c3ccccc3)CC2)cc1	-2.1%	x	x	-3%	-25%	x	12%[20 µM]	21%	x
CCOC(=O)c1ccccc1NC(=O)/C(C)=C/C(=O)O	8.1%	4%	5%	-4%	-9%	1.1	-20%	3%	-12%
Cc1ccc(-c2nc(S(=O)(=O)c3ccccc3)c(SCC(=O)NCC3CCCO3)o2)cc1 (configuration not stated)	0.0%	x	x	0%	10%	x	-1%	-5%	x
COc1ccccc1NC(=O)NNC(=O)c1cc2ccccc2cc1O	3.9%	x	x	-6%	-15%	x	-20%	-39%	x

This part in full, repeating the preview:
SMILES	KOR beta-arrestin-1	human PMI inhibitors	human PMI inhibition	LYP phosphatase	NOD2 inhibition	TNAP activators	KOR beta-arrestin-2	NOD1 inhibition	XIAP displacement
CCc1ccc(NC(=S)N2CCN(C)CC2)cc1	-2.5%	x	x	-7%	-4%	x	-3%	-37%	x
COc1cc(/C(C#N)=C/c2cccc3ccccc23)c([N+](=O)[O-])cc1OC	4.8%	9%	-2%	1%	-3%	1	8%	1%	-0.6%
Nc1nnc(SCc2ccc(F)cc2)s1	-1.6%	6%	6%	-3%	-8%	1.1	11%	-6%	0.7%
C/C=C/Cn1c(SCc2ccc(C)cc2)nc2c1c(=O)[nH]c(=O)n2C	0.4%	-4%	-17%	-4%	x	1.1	-30%	x	-8.1%
CCC(=O)c1ccc(OCC(=O)N2CCCC2)c(OC)c1	x	x	x	0%	3%	1.1	-34%[20 µM]	-24%	-0.4%
c1ccc(CN2CCN(C(c3ccccc3)c3ccccc3)CC2)cc1	-2.1%	x	x	-3%	-25%	x	12%[20 µM]	21%	x
CCOC(=O)c1ccccc1NC(=O)/C(C)=C/C(=O)O	8.1%	4%	5%	-4%	-9%	1.1	-20%	3%	-12%
Cc1ccc(-c2nc(S(=O)(=O)c3ccccc3)c(SCC(=O)NCC3CCCO3)o2)cc1 (configuration not stated)	0.0%	x	x	0%	10%	x	-1%	-5%	x
COc1ccccc1NC(=O)NNC(=O)c1cc2ccccc2cc1O	3.9%	x	x	-6%	-15%	x	-20%	-39%	x
COc1ccc(NC(=O)c2coc(C)c2)cc1	1.6%	x	x	-6%	-16%	x	-38%	-30%	x
O=C(c1ccccc1)N1CCN(C(=S)NCCc2ccccc2)CC1	-2.8%	6%	4%	-4%	17%	1.1	14%	-7%	-0.4%
O=C(COC(=O)c1c(Cl)cccc1Cl)NCC1CCCO1 (configuration not stated)	8.3%	x	x	-2%	15%	x	-20%	-28%	x
COC(=O)c1cc(OC)c(OC)cc1NC(=O)c1ccccc1	-2.9%	-2%	-2%	-6%	25%	1.1	0%	-16%	-2.9%
O=C(OCC#CCSc1nnc(-c2ccccc2)o1)c1cc2ccccc2o1	-0.9%	0%	4%	6%	-1%	1.1	-19%	-14%	-8.6%
CN1CCN(CCC(=O)Nc2ccc(C3CCCC3)cc2)CC1	-3.6%	4%	4%	-12%	14%	1	-7%[20 µM]	-31%	-2.0%
Cc1ccccc1NC(=O)CC1S/C(=N/c2nccs2)N(C)C1=O (configuration not stated)	-9.1%	0%	-1%	-5%	-3%	1.2	5%	6%	-1.0%
Cc1ccc(C)c(NC(=S)NCC(c2cccnc2)N2CCOCC2)c1 (configuration not stated)	-8.5%	-4%	6%	-5%	5%	1	27%	-40%	-0.9%
Cc1sc(C(=O)Nc2ccc3ccccc3c2)cc1CC(=O)O	-3.1%	16%	8%	-2%	-8%	1.1	-3%	-52%	-7.2%
O=C(C[n+]1ccc2ccccc2c1)Nc1cc(C(F)(F)F)ccc1Cl	-1.7%	-7%	-16%	-3%	5%	1.1	-3%	-32%	-0.4%
CCSc1nsc(NC(=O)Nc2ccccc2OC)n1	-1.3%	x	x	-2%	8%	x	-28%[20 µM]	10%	x
CC(OC(=O)Cc1n[nH]c(=O)c2ccccc12)C(=O)Nc1ccccc1[N+](=O)[O-] (configuration not stated)	-2.0%	x	x	-4%	-5%	x	0%	-26%	x
Cc1ccc(-n2nnnc2CS(=O)(=O)c2ccccc2)c(C)c1	6.9%	x	x	-7%	-8%	x	2%	-18%	x
COc1cc(Cl)c(S(=O)(=O)N2CCN(Cc3ccc4c(c3)OCO4)CC2)cc1Cl	-4.1%	11%	14%	-7%	-3%	1	-15%	-21%	-2.9%
CC(C)CNC(=O)COC(=O)CCC(=O)c1ccc(Cl)cc1	-0.5%	1%	-9%	-7%	12%	1.1	20%	-21%	-2.6%
NS(=O)(=O)c1cccc(NC(=O)Cn2cnc3ccccc3c2=O)c1	1.0%	4%	8%	-5%	18%	0.9	11%	-3%	-5.3%
CCOc1nc(-c2ccc(OC)cc2)ccc1-c1noc(-c2cc(OC)c(OC)c(OC)c2)n1	-0.6%	2%	5%	-4%	22%	1.1	28%	42%	-3.7%
Cc1cccc(NC(=O)Cn2cnc3ccccc3c2=O)c1C	2.5%	-6%	3%	-12%	6%	1.1	13%	2%	-5.3%
CN(Cc1ccco1)S(=O)(=O)c1csc(C(N)=O)c1	6.4%	x	x	-9%	13%	x	-18%	10%	x
O=C(O)c1ccc(NS(=O)(=O)c2cccc(S(=O)(=O)c3ccc(Cl)c(Cl)c3)c2)cc1	1.7%	x	x	-6%	-5%	x	-23%	-31%	x
Cc1ccc(-c2cc(C(=O)Nc3sc4c(c3C(=O)NCc3ccco3)CCC4)[nH]n2)c(O)c1	6.1%	-4%	8%	-9%	10%	1.9	8%	8%	-0.8%
CCOC(=O)N1CCC(NC(=O)c2ccc3c(c2)N=C(CC)c2ccccc2S3)CC1	-4.3%	x	x	-8%	31%	x	8%	20%	x
CC(c1ccco1)N(C(=O)c1ccccc1NS(=O)(=O)c1cccc([N+](=O)[O-])c1)c1ccccn1 (configuration not stated)	7.0%	-8%	-24%	-4%	33%	1.1	12%	12%	-0.9%
N=c1ccn(Cc2ccc(Cl)cc2Cl)cc1	5.9%	-10%	-13%	-6%	36%	1	-36%	22%	-2.3%
O=C(COc1ccc(S(=O)(=O)N2CCCC2)cc1Cl)Nc1ccc2c(c1)OCO2	4.4%	-1%	-2%	-10%	-16%	1	-5%	-17%	-2.8%
O=C(N/N=C/C=C/c1ccco1)c1cnccn1	-2.4%	x	x	1%	-25%	x	9%	-10%	x
O=C(CC1CCCCC1)N1CCC(c2nc(-c3ccc(S(=O)(=O)N4CCCC4)cc3)no2)CC1	0.2%	4%	8%	3%	17%	1.1	-12%	33%	-5.9%
Cc1nc(-c2ccc(S(=O)(=O)NCc3cccnc3)s2)cs1	3.1%	x	x	-2%	10%	x	-16%	2%	x
CC1CC(C)(C)N(C(=O)CN2C(=O)c3ccccc3C2=O)c2ccccc21 (configuration not stated)	6.1%	2%	-2%	2%	6%	1.1	16%	-23%	4.5%
CCOc1ccc(/C=C/c2[nH]c(=O)[nH]c(=O)c2[N+](=O)[O-])cc1	-1.4%	x	x	-7%	3%	x	18%[20 µM]	-36%	x
Cc1cc(N2CCCC2=O)ccc1S(=O)(=O)NC1CCCCC1	3.0%	x	x	-11%	3%	x	-1%	-16%	x
O=c1[nH]c(-c2cccnc2)nc2sc(-c3ccccc3)cc12	-1.3%	-7%	-11%	-10%	-76%	1.1	-78%	-38%	-6.5%
COc1ccc(CCNC(=O)CN(CCc2ccccc2)S(C)(=O)=O)cc1OC	-3.3%	-6%	-7%	3%	-12%	1	0%	-28%	-5.5%
Cc1cccc(-c2n[nH]c(=S)n2Cc2ccccc2)c1	-4.4%	-4%	0%	-5%	4%	1	16%	17%	-3.5%
O=c1cc(-c2ccc(F)cc2)[nH][nH]1	-1.4%	17%	14%	-7%	-3%	1	-63%	-6%	-7.7%
CC(O)c1nc2c(c(=O)n(C)c(=O)n2C)n1C (configuration not stated)	1.0%	x	x	-3%	-2%	x	-10%	-9%	x
COc1ccc(C(=O)Nc2nc3ccccc3[nH]2)cc1	1.4%	x	x	-8%	-46%	x	-10%	39%	x
C=CC(c1ccccc1)C(C(=O)c1ccccc1)N(C)C (configuration not stated)	-4.8%	10%	11%	-7%	13%	1.2	-1%	1%	-9.5%
CC(C)C(C(=O)NCc1ccco1)N(CC1CCCO1)C(=O)CNS(=O)(=O)c1ccccc1 (configuration not stated)	1.1%	-2%	0%	-2%	-10%	1.1	-29%	-42%	-6.9%
NC(=O)CSc1nc2c(c(=O)n1-c1ccccc1)C1(CCCCC1)Cc1ccccc1-2	-5.0%	8%	14%	2%	30%	1.1	21%	16%	-4.8%
COC(=O)c1c(NC(=O)CSc2nc3ccccc3c(=O)n2-c2ccccc2)sc(C)c1C	9.1%	14%	5%	2%	-4%	1.1	1%	-5%	-2.4%
(further entries)
SMILES	KOR beta-arrestin-1	human PMI inhibitors	human PMI inhibition	LYP phosphatase	NOD2 inhibition	TNAP activators	KOR beta-arrestin-2	NOD1 inhibition	XIAP displacement
COc1ccc(-c2noc(CN(C(=O)c3cccs3)C(C)C)n2)cc1	0.9%	-4%	0%	-2%	9%	1	0%	22%	-4.8%
CCCn1c(=N)c(S(=O)(=O)c2ccc(F)cc2)cc2c(=O)n3cccc(C)c3nc21	-1.9%	x	x	-22%	5%	x	-26%	-3%	x
CCN(CC)CCNC(=O)c1cc2cc3ccc(OC)cc3nc2o1	1.2%	x	x	-43%	17%	x	23%	-12%	x
N/C(=N\c1nc2ccccc2o1)NC(=O)c1ccc(Cl)cc1	8.6%	9%	4%	-7%	11%	1	9%	5%	-26%
Cc1ccc(SCCC(=O)N/N=C/c2cccnc2)cc1	3.7%	-10%	-8%	-2%	1%	1.1	-41%	-28%	-5.0%
COc1ccc(Cl)cc1S(=O)(=O)N1CCC(C(=O)N2CCOCC2)CC1	0.3%	x	x	-7%	6%	x	-22%	-16%	x
CC(=O)Nc1ccc(C(=O)CSc2nnc(Cc3ccccc3)o2)cc1	5.7%	-8%	2%	-6%	1%	1.1	4%	17%	-12%
CCc1cc(-c2n[nH]c(=S)n2Cc2ccccc2)cs1	-4.5%	5%	11%	-3%	-4%	0.6	7%	0%	-1.9%

Bioassay records deposited in PubChem by Sanford-Burnham Center for Chemical Genomics.
